Lipid droplet = modulators of hepatic lipid droplet formation. inhibition, % at 6.5 µM. AID 1656. 0.4% of 240,000 active. AML12 mouse hepatocytes, oleate lipid droplets, BODIPY imaging;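 active = lipid droplet intensity inhibited by at least 50%, with more than 500 cells counted; inconclusive = wells with under 300 cells, treated as cytotoxic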
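Material – mouse AML12 hepatocyte cell line, fixed after treatment · Compound dosing – one dose, 6.5 µM compound · Times – compound with oleate, overnight · Measured by – Image-based BODIPY and DAPI two-channel analysis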
UTI89 phage lysis = protection from phage-mediated lysis, alamar blue read-out – E. coli UTI89, K1F phage, bacterial capsule biogenesis inhibitors (AID 488966) | 0.02% of 340,000 active | one-dose inhibition, % at 100 µM; IC50 in µM for titrated hits | E. coli UTI89 K1F phage lysis, alamar blue, 2 h; higher % means a stronger effect;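 active = phage lysis inhibition, versus mean bacterial control, above a set limit; inconclusive = no clear call, values can overlap the other calls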;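 also: capsule biogenesis inhibitors block K1F phage lysis so surviving cells raise fluorescence; higher fluorescence means more inhibition of phage lysis; actives were called in the ten point dose series up to 300 µM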
Myeloid diff MLP = promotes myeloid progenitor differentiation; 1% of 360,000 active; AID 624256; ER-HoxA9 myeloid progenitors, lysozyme-GFP differentiation, flow cytometry; calls only at 10 µM;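 active = normalized GFP-positive differentiation at or above the plate's own cutoff, the solvent-only control mean plus 3 SD; inconclusive = no clear call, values can overlap the other calls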;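 also: cells exposed to compound for four days before flow analysis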
Lipid droplet cells 6.5 µM = further read-out of Lipid droplet, marked with its call; cell count; measured here: cell count, cytotoxicity flag;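 cells counted across two imaged fields per well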
Myeloid diff MLP GFP+ MAC1+ % = second read-out of Myeloid diff MLP, no call of its own (marks repeat the call); GFP+ MAC1+ double positive, %; measured here: differentiation confirmed by MAC1 staining
Numbers without * were called inactive; i = inactive; ? = inconclusive; . = no result given; + = active, no number; [ ] = remark or other dose. Some of the compounds tested; count on the stated rates, not on these rows.

SMILES	Lipid droplet	Lipid droplet cells 6.5 µM	UTI89 phage lysis	Myeloid diff MLP	Myeloid diff MLP GFP+ MAC1+ %
CC1=C(C(=O)OCc2ccccc2)C(c2ccccc2Cl)NC(=O)N1CCCC(=O)O (stereo unspecified)	3	775	-0.2%	i	1.5
Cc1cccc(C(=O)N2CCCC(CCC(=O)N3CCN(c4ccccn4)CC3)C2)c1 (stereo unspecified)	5	678	1.4%[50 µM]	i	0.9
COc1cccc(NC(=O)Cn2c3ccccc3c3nc4n(c(=O)c32)CCCS4)c1	0	660	0.4%	i	0.0
Cc1ccc2occ(/C=N/NC(=O)c3ccccc3C)c(=O)c2c1	9	858	-1.4%[50 µM]	i	4.3
CC1Oc2ccccc2N(CC(=O)NCCCN2CCOCC2)C1=O (stereo unspecified)	-3	793	0.3%	i	2.4
Cc1ccc(C(=O)COC(=O)c2cc(Cl)ccc2O)cc1[N+](=O)[O-]	2	667	-0.3%[50 µM]	i	0.5
COc1ccc(C(=O)NC(=S)Nc2ccc3[nH]c(=O)[nH]c3c2)cc1	6	819	0.0%	i	5.5
Cc1ccc(S(=O)(=O)N(Cc2ccccc2)c2ccccn2)cc1[N+](=O)[O-]	-15	801	0.0%	i	0.7
Cc1cccc(N(C(=O)CCC(=O)Nc2cc(C)on2)C(C(=O)NC2CCCC2)c2ccccc2)c1 (stereo unspecified)	6	813	0.2%	i	2.9
COc1cc(OC)c(C(=O)Nc2ccc(C(=O)c3ccccc3)cc2)cc1OC	1	857	0.1%	i	1.4
COc1ccc(/C=N/NC(=O)c2cc(C)oc2C)cc1OCc1ccccc1	-92	751	0.3%	i	0.7
O=C(NCCCN1CCCCC1)c1ccc2c(c1)ncn2C1CCCC1	7	687	0.3%	i	2.1
O=C(Nc1ccc(S(=O)(=O)N2CCOCC2)cc1)c1c(F)cccc1F	18	766	-0.1%	i	0.2
COCCN(CCOC)C(=O)c1ccc(NS(=O)(=O)c2ccc3[nH]c(=O)[nH]c3c2)cc1	16	713	-0.2%	i	0.5
CNC[C@H](CC1CCCCC1)NC[C@H](CO)NCC1(c2ccccc2)CC1	-6	751	12%	i	1.1
Cc1ccccc1NC(=O)c1cc2ccccc2o1	0	760	0.4%	i	0.7
CC(C)(C)NC(=O)C1c2ccccc2Oc2ccccc21	-15	860	0.3%	i	0.3
Cc1ccc(C(=O)NC2CCCCC2)cc1S(=O)(=O)N1CCCC1	-2	811	-0.3%	i	0.6
C=CCN(Cc1cc(OC)ccc1OC)C(=O)c1cc2ccc(OC)cc2[nH]1	-2	806	0.9%[50 µM]	i	2.3
CCN(CC)c1ccc(N2C(=NC(=O)C3CCCO3)SC3CS(=O)(=O)CC32)cc1 (stereo unspecified)	1	714	0.1%	i	1.1
CN(C)c1ccc(N2C(=NC(=O)CCc3ccccc3)SC3CS(=O)(=O)CC32)cc1 (stereo unspecified)	1	724	0.1%	?	.
O=C(CN1C(=O)COc2ccc(Cl)cc21)N1CCOCC1	-2	858	0.1%	i	0.6
Cc1ccc(NC(=O)c2ccc3c(c2)CCN3S(C)(=O)=O)c(C)c1	7	793	0.3%	i	0.6
Cc1ccc(C)c(S(=O)(=O)N2CCN(C(=O)C(C)Sc3ccccc3)CC2)c1 (stereo unspecified)	-20	631	-0.6%[50 µM]	i	5.3
O=C(NCCN1CCOCC1)C1CCCN(S(=O)(=O)c2ccc(F)cc2)C1 (stereo unspecified)	-14	590	-0.2%[50 µM]	i	0.8
CC(=O)N1c2ccc(S(=O)(=O)NCCC(=O)NCc3ccc(N(C)C)cc3)cc2CC1C (stereo unspecified)	-17	702	0.4%	i	4.2
COc1ccc2c3c(cccc13)C(=O)CC2	0	647	-3.3%[50 µM]	?	.
CC(C)n1cc(C(=O)NC2CC(C)(C)Cc3c2cnn3-c2ccccc2)cn1 (stereo unspecified)	-2	703	-0.1%	i	3.3
NS(=O)(=O)c1ccc(CNC(=O)CNC(=O)c2ccc(F)cc2)cc1	-4	862	0.1%	i	0.7
Cc1ccc(CCNC(=O)c2ccc3nc4ccccc4c(=O)n3c2)cc1	-9	790	0.2%	i	0.1
Cc1cc([N+](=O)[O-])ccc1Nc1nc2ccccc2n2cnnc12	27	414	0.1%	i	0.5
Cc1ccc(C)c(NC(=O)C(C)N2C(=O)c3ccccc3C2=O)c1 (stereo unspecified)	9	763	3.0%	i	0.2
O=C(CSc1ccc2nnc(-c3cccnc3)n2n1)Nc1ccccc1C(F)(F)F	15	733	-0.1%	i	0.5
O=C(NCc1ccncc1)C1CCN(S(=O)(=O)c2ccc(F)cc2)CC1	-13	812	-0.1%	i	0.4
O=c1[nH]c(C2CCN(S(=O)(=O)c3ccc([N+](=O)[O-])cc3)CC2)nc2c1nnn2Cc1ccccc1	27	848	-0.1%	i	0.7
COc1ccc(S(=O)(=O)NC2CC2)cc1Br	0	813	0.1%	+	14*
Cc1cccc(NCc2nc(SCC(=O)Nc3ccccc3)n[nH]2)c1	6	831	1.1%	i	0.2
COc1ccc(S(=O)(=O)N2CCCCC2)cc1C(=O)N1CCCC1	11	669	0.0%	i	0.9
COc1ccc(S(=O)(=O)N2CCN(CC(=O)NC3CC3)CC2)cc1	2	804	0.8%[50 µM]	i	2.3
COc1cccc(NC(=O)c2ccc3nc(C)sc3c2)c1	-9	789	-0.2%	i	0.7
COc1ccccc1NC(=O)c1ccc(S(=O)(=O)N2CCCC(C)C2)cc1 (stereo unspecified)	6	765	2.9%	i	2.3
COc1ccc(N/C=C(\C=C\C#N)S(=O)(=O)c2ccccc2)cc1	-1	841	0.1%	i	0.8
Cc1ccc(CCNC(=O)C2CCN(S(=O)(=O)c3ccc4c(c3)oc(=O)n4C)CC2)cc1	-7	686	0.4%	i	0.6
Cc1ccc(NC(=O)CC(C)S(=O)(=O)c2ccc3c(c2)NC(=O)CO3)c(Cl)c1 (stereo unspecified)	0	680	2.2%	i	1.0
COc1ccccc1NC(=O)c1cc([N+](=O)[O-])ccc1N1CCOCC1	-8	817	1.8%[50 µM]	i	0.8
Cc1ccc(Nc2ccc([N+](=O)[O-])cn2)cc1Cl	-14	813	0.5%	i	0.2
O=[N+]([O-])c1cccc(S(=O)(=O)NCc2ccccn2)c1	1	826	0.5%	i	0.5
CC1CCN(C(=O)/C(=C\c2ccco2)NC(=O)c2ccccc2)CC1	-7	747	0.0%	i	0.9
CCCn1cc(S(=O)(=O)c2ccc(F)cc2)c(=O)c2cc(OCC)ccc21	-5	676	-0.3%	+	2.9*
COc1ccc(NC(=O)c2oc3ccccc3c2C)cn1	14	672	-0.1%	i	0.0
COc1ccc(OCc2nnc(SCC(=O)Nc3ccc(C)cc3)o2)cc1	13	759	-0.1%	i	1.3
Cn1nc(C(=O)NC2CCCCC2)c2c1-c1ccccc1SC2	-1	783	5.0%	i	2.2
COc1ccccc1C(C(=O)NCc1ccccc1)N(C(=O)c1csnn1)C1CC1 (stereo unspecified)	2	773	-0.1%	i	0.8
COc1ccccc1C1c2ccc3ccccc3c2Oc2ncn(CCCO)c(=N)c21 (stereo unspecified)	-3	868	0.1%	i	0.1
O=C(NCc1ccc(OC(F)(F)F)cc1)C1CC2Cn3c(nc4ccccc43)C2N1c1ccccc1 (stereo unspecified)	13	788	1.3%	i	2.4
CCOc1ccccc1NC(=O)COc1ccc(S(=O)(=O)N2CCCC2)cc1	-11	811	0.0%	i	3.6
COc1ccc(C(=O)Nc2ccnn2C2CCN(Cc3cn(C)nc3C)CC2)cc1	-24	576	0.4%[50 µM]	i	1.1
CN(Cc1c(C(=O)N/N=C/c2c(F)cccc2Cl)nnn1-c1nonc1N)c1ccccc1	2	762	0.0%	i	1.5
Oc1ccc2c(c1)c1c3n2CCNC3CCC1 (stereo unspecified)	-2	870	-0.5%[50 µM]	i	0.4
CC1CCN(C(=O)C2CCC(=O)N(Cc3ccc(Cl)cc3)C2)CC1 (stereo unspecified)	-3	756	1.6%	i	0.4
Next entries follow.
SMILES	Lipid droplet	Lipid droplet cells 6.5 µM	UTI89 phage lysis	Myeloid diff MLP	Myeloid diff MLP GFP+ MAC1+ %
COc1ccccc1NC(=O)COC(=O)C1C2CC3OC(=O)C1C3C2 (stereo unspecified)	-11	833	1.5%	i	1.5
CCc1ccccc1OCCCCN1CCCCC1	-2	823	0.3%	i	0.1
CCc1cc(C(=O)N2CCCc3ccccc32)sc1C	-9	714	-0.2%	i	0.5
CCN(Cc1ccccc1)C(=O)c1oc2ccc(S(=O)(=O)N3CCOCC3)cc2c1C	-2	691	0.0%	i	1.8
O=C1CN(C(=O)c2ccccc2Br)C(c2ccc(F)cc2)c2cc(F)ccc2N1 (stereo unspecified)	-33	829	-0.2%	i	0.4
CC(C(=O)c1ccccc1)[n+]1cccc(Br)c1 (stereo unspecified)	-4	801	-0.1%[50 µM]	i	0.4
CCOc1ccccc1N(C)S(=O)(=O)c1ccc2c(c1)CCN2C(=O)CCC(=O)O	29	437	0.1%	i	0.4
CCOc1ccccc1CN1CCCC(CNC(=O)Cc2ccc(OC)cc2)C1 (stereo unspecified)	0	812	1.1%	i	0.1
CCOc1ccc(CN(CC)C(=O)Cc2c[nH]c3ccccc23)cc1OC	-5	796	-0.2%	i	1.5
CCOCCCNC(=O)c1cc2c(=O)n3cccc(C)c3nc2s1	-3	811	-0.1%	i	0.5
Cc1ccccc1NC(=O)Cc1nc(COC(=O)C(C)C)cs1	6	848	0.0%	i	1.0
CCOc1ccc(OCC)c(S(=O)(=O)n2ccnc2C)c1	2	857	0.3%	i	0.4
Cc1ccc(S(=O)(=O)N2CCCCC2)cc1NC(=O)CSc1nnnn1C	16	624	0.1%	i	0.1
COc1ccc(C2CC(=O)c3cnc(NC(=O)c4ccco4)nc3C2)cc1 (stereo unspecified)	15	714	0.0%[50 µM]	i	0.4
COc1ccc(-c2n[nH]c(C)c2-c2ccccc2OC)c(O)c1	-3	882	0.0%[50 µM]	i	0.1
Cn1c(NC(=O)c2ccccc2)nc2ccccc21	-4	797	0.0%	i	0.8
CN1C(C)(C)c2ccccc2OS1(=O)=O	0	813	-0.7%	i	0.8
Cc1ccccc1NC(=O)CCN1CCN(C)CC1	3	758	-0.2%	i	0.4
O=C(CN1CCOCC1)NCc1ccc(F)cc1	-11	795	-0.1%	i	0.7
COc1cccc(C(=O)N2CCN(C(=O)C3CC3)CC2)c1	22	730	0.6%	i	0.8
Cc1ccc(C)c(NC(=O)c2cnccn2)c1	0	790	2.6%	i	0.1
CC(c1nccs1)N(C)C(=O)c1cn(Cc2cccc3ccccc23)nn1 (stereo unspecified)	-3	684	9.2%	i	8.2
CCOC(=O)C1=C(COc2ccccc2)NC(=O)NC1c1ccc(Cl)cc1 (stereo unspecified)	-22	804	3.5%	i	1.4
Cc1c(CC(=O)N[C@@H](CCCNC(N)=O)C(=O)O)c(=O)oc2cc3oc4c(c3cc12)CCCC4	14	837	0.1%	i	0.3
CCCOc1cccc(C(=O)NCCNC(=O)c2ccco2)c1	-6	797	0.1%	?	.
CSCCC(NC(=O)COc1ccccc1)C(=O)NCc1cccs1 (stereo unspecified)	-2	825	1.0%[50 µM]	i	0.0
COc1ccc(NC(=O)NN2CCN(C)CC2)cc1	2	845	-0.1%	i	1.5
CCCC(=O)N1CCN(c2ccc(NC(=O)c3ccc4c(c3)OCCO4)cc2)CC1	0	775	0.4%	i	0.5
COc1ccc(-c2nc(CS(=O)(=O)CC(=O)NCCCN3CCOCC3)c(C)o2)cc1	0	720	2.7%	i	0.8

Rewritten with two lines to a compound: entries from further up
Values run as follows: Lipid droplet, Lipid droplet cells 6.5 µM, UTI89 phage lysis, Myeloid diff MLP, Myeloid diff MLP GFP+ MAC1+ %
> CN1C(C)(C)c2ccccc2OS1(=O)=O
→ 0, 813, -0.7%, i, 0.8
> COc1ccc(NC(=O)NN2CCN(C)CC2)cc1
→ 2, 845, -0.1%, i, 1.5

Part of the list above, with each value named.
CSCCC(NC(=O)COc1ccccc1)C(=O)NCc1cccs1 (stereo unspecified)
  Lipid droplet: -2
  Lipid droplet cells 6.5 µM: 825
  UTI89 phage lysis: 1.0%[50 µM]
  Myeloid diff MLP: i
  Myeloid diff MLP GFP+ MAC1+ %: 0.0
COc1ccc(NC(=O)NN2CCN(C)CC2)cc1
  Lipid droplet: 2
  Lipid droplet cells 6.5 µM: 845
  UTI89 phage lysis: -0.1%
  Myeloid diff MLP: i
  Myeloid diff MLP GFP+ MAC1+ %: 1.5
CC(c1nccs1)N(C)C(=O)c1cn(Cc2cccc3ccccc23)nn1 (stereo unspecified)
  Lipid droplet: -3
  Lipid droplet cells 6.5 µM: 684
  UTI89 phage lysis: 9.2%
  Myeloid diff MLP: i
  Myeloid diff MLP GFP+ MAC1+ %: 8.2
Cc1ccc(C)c(NC(=O)c2cnccn2)c1
  Lipid droplet: 0
  Lipid droplet cells 6.5 µM: 790
  UTI89 phage lysis: 2.6%
  Myeloid diff MLP: i
  Myeloid diff MLP GFP+ MAC1+ %: 0.1

Bioassay records from PubChem BioAssay.
